# Screening data: PubChem, several laboratories
# PMI act satM6P = increases human PMI activity with near-saturating mannose 6-phosphate | P34949 | coupled PMI enzyme assay, resazurin fluorescence, 20 min; active compounds read high; 1 = untreated enzyme, 0 = substrate-free blank | actives 0.34% (n = 190,000) | activation factor at 20 µM;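 active = activation factor of 2 or more at 20 µM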
#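 Technique: Diaphorase-driven resazurin-to-resorufin fluorescence, excitation 544, emission 590 nm | Assay system: Human PMI in coupled enzyme assay | Times: Enzyme reaction with compound 20 min at room temperature | Medium: HEPES-buffered pH 7.4 with magnesium and detergent | Reagent: Mannose-6-phosphate 1.0 mM (near-saturating) plus 0.22 mM NADP+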
# PPARg SRC-3 ag = PPARgamma-driven SRC-3 recruitment agonism; activation, % at 8 µM; P37231; biochemical PPARgamma/SRC-3 coactivator recruitment assay; actives 0.26% (n = 200,000); in the data active = activation above about 23%;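 note: 0% = DMSO and 100% = reference agonist; some compounds past the cut are filed as inactive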
# Target sequence (P37231 whole entry, looked up): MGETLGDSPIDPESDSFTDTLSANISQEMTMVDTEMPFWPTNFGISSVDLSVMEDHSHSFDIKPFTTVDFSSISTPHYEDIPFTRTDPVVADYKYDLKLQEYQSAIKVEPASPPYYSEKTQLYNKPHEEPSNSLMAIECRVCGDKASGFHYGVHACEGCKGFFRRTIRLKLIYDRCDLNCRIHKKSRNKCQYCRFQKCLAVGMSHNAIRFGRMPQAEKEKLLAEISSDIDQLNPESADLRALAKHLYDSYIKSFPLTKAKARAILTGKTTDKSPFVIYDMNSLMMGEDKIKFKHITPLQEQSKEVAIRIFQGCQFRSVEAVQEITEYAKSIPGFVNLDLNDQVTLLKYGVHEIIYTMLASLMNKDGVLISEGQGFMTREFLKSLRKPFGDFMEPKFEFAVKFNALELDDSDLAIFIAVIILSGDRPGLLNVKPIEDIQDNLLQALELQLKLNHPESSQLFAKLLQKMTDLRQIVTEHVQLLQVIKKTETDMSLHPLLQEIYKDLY
# Diaph inh CS = counter-screen for diaphorase-based assays: diaphorase inhibitors and chemical oxidizers | inhibition, % at 20 µM | actives 0.69% (n = 190,000) | diaphorase resazurin-to-resorufin fluorescence, NADH, 16 min; bacterial (C. kluyveri) enzyme, not human;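 active = primary screen inhibition at 20 µM above a set limit, cut at about 50% in these data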;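 note: plate controls were DMSO with full reaction for no effect and wells lacking NADH for full effect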
#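 Test system: Clostridium kluyveri diaphorase enzyme / Quantity: diaphorase at 0.14 U/mL in enzyme working solution / Incubation: 16-min room-temperature incubation before reading / Benchmarks: NADH-free wells as positive control, DMSO-only neutral wells / Signal: resorufin fluorescence 544/590 nm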
# TR-FRET SRC-2 ct = flags TR-FRET format artefacts in PPARgamma SRC-2 recruitment agonist screen; TR-FRET ratio at 8 µM; actives 0.4% (n = 200,000); AID 1049; TR-FRET artefact counter-screen; active compounds read high; in the data active = TR-FRET ratio above about 2000; note: inactives centre near 1500
# S1P3 antag = blocks the human S1P3 receptor. inhibition, % at 4.98 µM. CHO S1P3 NFAT-BLA reporter, FRET fluorescence, antagonist mode. actives 0.27% (n = 170,000). Q99500. AID 485;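 active = inhibition above the plate cutoff, the mean inhibition of test wells on that plate plus 3 SD, cut at about 28% in these data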;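 note: cells challenged with S1P at its EC80 of 0.8 µM; blue over green emission ratio from cleaved BLA substrate after 4 h stimulation; 0% = S1P-stimulated wells and 100% = unstimulated DMSO-only wells; some compounds past the cut are filed as inactive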
# PPARg SRC-2 ag = promotes SRC-2 coactivator recruitment by human PPARgamma. P37231. PPARgamma LBD-SRC-2 recruitment, biochemical. activation, % at 8 µM. actives 0.34% (n = 200,000). AID 1032; in the data active = activation above about 22%;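 note: 0% = vehicle and 100% = reference agonist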
# PMI act = increases human mannose-6-phosphate isomerase activity. P34949. AID 1214. actives 0.005% (n = 190,000). purified human PMI, coupled resazurin fluorescence, 20 min; active compounds read high; 1 = vehicle control, 0 substrate-free wells. activation factor at 20 µM;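 active = activation factor of 2 or more at 20 µM, relative to plate controls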
# PPARg SRC1 recr = agonists of human PPARgamma SRC-1 coactivator recruitment; PPARgamma-SRC-1 coactivator recruitment biochemical assay; activation, % at 8 µM; actives 0.41% (n = 200,000); in the data active = activation above about 19%;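 note: 0% = DMSO and 100% = reference agonist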
# Diaph act CS = diaphorase activation or chemical reduction counter-screen; Diaphorase/resazurin coupled assay, resorufin fluorescence, 16 min; active compounds read high; 1 = vehicle wells, 0 = NADH-free wells; activation factor at 20 µM; actives 0.005% (n = 190,000); AID 1229;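 active = diaphorase activity raised at least twofold by the compound at 20 µM; inactive = activation factor below 2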
#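 Material: purified diaphorase enzyme from Clostridium kluyveri / Medium: HEPES pH 7.4 buffer with MgCl2 and Tween 20 / Schedule: enzyme reaction of 16 min at room temperature / Measured by: resorufin fluorescence, excitation 544 nm, emission 590 nm / Evaluation: rise in resorufin formation, marking diaphorase activation or chemical reduction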
# G6PDH CS = counter-screen for G6PDH assay hits: L. mesenteroides G6PDH inhibition | Purified L. mesenteroides G6PDH, diaphorase/resazurin coupled fluorescence, 45 min | inhibition, % at 5 µM | actives 0.12% (n = 200,000) | AID 1020; in the data active = inhibition above about 50%
# ROMK mod = human ROMK K+ channel modulation, primary screen; P48048; Tet-inducible ROMK, thallium flux fluorescence; actives lie on both sides; B-score at 10 µM; actives 2% (n = 130,000); AID 1918;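 active = signal ratio slope over the read window, or its plate-corrected B-score, at least 3 SD from the plate mean, either direction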;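 note: B-score of the F/F0 ratio slope over 7 to 12 s after thallium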
# Target sequence (P48048 whole entry, looked up): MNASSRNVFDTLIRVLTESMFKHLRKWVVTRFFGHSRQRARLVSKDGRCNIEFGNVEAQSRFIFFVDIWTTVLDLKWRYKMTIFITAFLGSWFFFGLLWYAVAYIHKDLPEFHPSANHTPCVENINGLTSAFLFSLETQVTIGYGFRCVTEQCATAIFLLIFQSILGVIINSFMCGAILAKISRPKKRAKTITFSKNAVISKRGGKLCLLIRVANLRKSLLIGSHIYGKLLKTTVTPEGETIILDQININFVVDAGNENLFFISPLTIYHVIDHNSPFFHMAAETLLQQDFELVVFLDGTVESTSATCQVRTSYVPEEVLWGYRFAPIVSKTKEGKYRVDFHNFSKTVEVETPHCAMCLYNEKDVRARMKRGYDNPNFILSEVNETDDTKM
# Numbers without * were called inactive; . = not tested or not shown. No enrichment for hits (roughly 3.3% active in at least one column).
cpd	SMILES	PMI act satM6P	PPARg SRC-3 ag	Diaph inh CS	TR-FRET SRC-2 ct	S1P3 antag	PPARg SRC-2 ag	PMI act	PPARg SRC1 recr	Diaph act CS	G6PDH CS	ROMK mod
1	O=C(NCC1c2ccccc2CCN1C(=O)CN1C(=O)c2ccccc2C1=O)C1CCCCC1 (stereo not given)	1	-8	10	1378	.	1	1	-3	0.9	-2	0.03
2	S=C(Nc1cccc(Cl)c1Cl)N1CCC2(CC1)OCCO2	0.9	1	11	1648	-4	2	0.9	7	0.9	2	0.25
3	Cc1nn(C)c(C)c1/C=C/C(=O)c1ccc(Cl)cc1Cl	1	1	16	1944	18	9	1	3	0.8	5	0.4
4	COc1cccc(/C=N/Nc2nccnc2Cl)c1O	1.3	-3	39	1399	7	6	0.9	-6	0.6	10	0.73
5	CCCn1c(=O)[nH]c(=O)c2c1nc(-c1ccc(OC(F)F)cc1)n2CCN1CCOCC1	1	-11	16	1596	.	7	0.9	5	0.8	14	0.13
6	O=C(NCc1ccccn1)c1cccc(NS(=O)(=O)c2cccc(Cl)c2)c1	1	0	7	1710	-5	7	1	2	0.9	1	0.099
7	CC1CC(C)CN(S(=O)(=O)c2cc(C(=O)O)c(Cl)s2)C1 (stereo not given)	1.2	3	0	1660	-17	2	1.2	9	1	-1	-0.37
8	O=S(=O)(NCC1COc2ccccc2O1)c1ccc2ccccc2c1 (stereo not given)	0.8	1	22	1506	-7	-1	0.8	2	0.8	16	-0.55
9	CS(=O)(=O)Nc1ccc(C2=NN(C(=O)c3ccco3)C(c3ccccc3F)C2)cc1 (stereo not given)	1.1	7	44	1579	9	-8	1.1	0	0.6	2	0.24
10	COC(=O)c1c(NC(=O)COC(=O)[C@@H](NS(=O)(=O)c2cccc(Cl)c2)C(C)C)sc2c1CCC2	0.8	6	32	1756	0	9	0.9	-2	0.7	5	-0.028
11	COc1cc(/C=C2\SC(=Nc3ccc(O)cc3)NC2=O)cc(OC)c1O	0.8	11	19	1738	-9	5	0.9	6	0.8	-7	-0.25
12	COc1ccc(-c2nn(-c3ccccc3)cc2/C=C/C(=O)N2CCN(c3ccccn3)CC2)cc1	1	2	4	1548	-5	2	1	-1	1	3	0.62
13	COc1ccc(C(=O)Nc2ccc(-n3nncc3C(C)(C)C)cc2)cc1	1	-5	14	1469	-15	-10	1	0	0.9	-1	-0.54
14	COc1cc(OC)c(S(=O)(=O)Nc2ccccc2NC(=O)CN2CCOCC2)cc1NC(C)=O	1.1	-1	-1	1614	15	1	1	0	1	6	0.56
15	Cc1cccc(N2CC(C(=O)Nc3ccc(S(=O)(=O)N4CCOCC4)cc3)CC2=O)c1 (stereo not given)	0.9	1	12	1595	-4	0	0.9	6	0.9	6	-0.22
16	N#Cc1sc2nc(-c3ccccc3)cc(-c3ccco3)c2c1N	1.3	4	62*	1706	-4	9	1.1	11	0.4	-40	-0.99
17	CCCCC(=O)N/N=C/c1ccc(-c2ccc([N+](=O)[O-])cc2)o1	0.8	2	23	1401	18	0	0.8	1	0.8	22	-0.96
18	O=C(CNC(=O)c1ccc(F)cc1)N/N=C/c1cc(Br)ccc1OCc1ccccc1	0.8	4	22	1573	0	1	0.9	2	0.8	-1	0.09
19	CCc1ccc(CNC(=O)CCc2nnc(Cc3cccc(C(F)(F)F)c3)o2)nc1	0.9	2	21	1583	-3	8	0.9	11	0.8	13	0.76
20	CC(C)c1ccc(C(=O)Nc2ccc(N3CCOCC3)cc2)cc1	0.9	0	9	1607	1	5	0.9	4	0.9	9	-0.81
21	Cc1cc(SCC(=O)NCCN2C(=O)CSC2=O)nc2c(C)cccc12	1.1	1	-7	1617	-9	0	1	5	1.1	4	-0.2
22	CC(=O)NC(CC(=O)Nc1ccc(S(=O)(=O)N2CCCCC2)cc1)c1ccccc1 (stereo not given)	1	-1	3	1520	.	1	1	7	1	8	0.72
23	O=C(COc1cccc2cccnc12)N/N=C/c1ccc(O)cc1	0.9	5	0	1654	-27	2	0.9	4	1	-2	0.16
24	CCn1c(SCC(=O)NC(C)(C)C)nnc1-c1ccoc1C	1	0	4	1355	.	0	1	-8	1	5	.

# Next part; the last 2 above are carried over.
cpd	SMILES	PMI act satM6P	PPARg SRC-3 ag	Diaph inh CS	TR-FRET SRC-2 ct	S1P3 antag	PPARg SRC-2 ag	PMI act	PPARg SRC1 recr	Diaph act CS	G6PDH CS	ROMK mod
23	O=C(COc1cccc2cccnc12)N/N=C/c1ccc(O)cc1	0.9	5	0	1654	-27	2	0.9	4	1	-2	0.16
24	CCn1c(SCC(=O)NC(C)(C)C)nnc1-c1ccoc1C	1	0	4	1355	.	0	1	-8	1	5	.
25	Cc1ccc2nc(NC(=O)c3ccc(Cl)s3)sc2c1	1.1	6	11	1493	-14	-7	1	-4	0.9	0	.
26	C=CCc1ccc(O)c(-c2ccc(O)c(CC=C)c2)c1	0.8	5	35	1644	-9	7	0.7	6	0.7	2	.
27	COc1cc(/C=C2/C(=N)N3OC(C)=CC3=NC2=O)ccc1OCCOc1ccc(C)cc1	1.1	-2	2	1511	.	-2	1.1	8	1	0	.
28	c1ccc(C2=Nc3cccc4cccc(c34)N2)cc1	0.7	-2	27	1526	-11	7	0.9	0	0.7	2	0
29	COc1ccccc1Cc1nc2ccccc2n1S(=O)(=O)c1ccc(Cl)cc1	1	-1	5	1557	-4	-3	1.1	-6	1	19	0.015
30	CC(=O)N1CCc2cc(S(=O)(=O)CCC(=O)NCc3ccco3)ccc21	1.1	5	6	1724	2	4	1.3	4	0.9	7	-0.24
31	O=C(O)CCCCCNCc1ccncc1	1.1	9	2	1585	.	9	1.1	-3	1	3	1.1
32	CC1Cc2ccccc2N1C(=O)CSc1nnc(Cn2nnc3ccccc32)n1C (stereo not given)	1	-4	13	1590	-14	-4	1	7	0.9	16	-2.3
33	Cc1ccc(C(C)C)c(OCc2nnc(SCC(=O)Nc3ncc(C)s3)n2C)c1	1	-6	-7	1581	12	6	0.9	3	1.1	-6	0.82
34	CC1=C(C(N)=O)C(c2ccccn2)n2nc(SCc3ccccc3)nc2N1 (stereo not given)	1.2	6	2	1636	.	6	1.2	4	1	0	0.63
35	CCC(C)Nc1c([N+](=O)[O-])cc(C)cc1[N+](=O)[O-] (stereo not given)	0.9	-6	6	1682	.	10	1	9	0.9	5	.
36	CN(C)c1ccc(/C=N/NC(=O)Cn2nnc3ccccc32)cc1	0.9	7	7	1715	-25	6	1	8	0.9	-5	-0.8
37	CCc1ccc(Oc2coc3cc(OC(=O)c4cc5ccccc5oc4=O)ccc3c2=O)cc1	1.2	-1	0	1647	-10	0	1.2	13	1	-8	-0.012
38	O=c1c2c3c(sc2nc2n1CCCC2)CCCC3	1	-5	5	1499	.	6	1.1	4	0.9	6	-0.29
39	CC(=O)NC(CCS(C)(=O)=O)C(=O)Nc1ccc(F)cc1Cl (stereo not given)	1	1	0	1601	5	4	1	-4	1	3	.
40	CCOc1ccccc1C(=O)Nc1nncs1	0.9	0	5	1406	-32	6	0.9	-2	0.9	16	.
41	Cc1cc(C)cc(Oc2nc3c(C)cccn3c(=O)c2/C=C(\C#N)C(=O)NC2CCS(=O)(=O)C2)c1 (stereo not given)	1.1	1	7	1451	-16	-2	1	-8	0.9	1	-1.5
42	N/C(=N\OC(=O)CN1C(=O)c2ccccc2C1=O)c1ccc(Cl)cc1	1	2	8	1645	2	0	1	5	0.9	3	-0.7
43	O=C(CSc1nc2ccccc2s1)Nn1cnnc1	1	-8	-2	1413	.	-1	0.9	3	1	9	-0.77
44	Cc1[nH]n(-c2ccccc2)c(=O)c1C(c1cccc([N+](=O)[O-])c1O)c1c(C)[nH]n(-c2ccccc2)c1=O	0.9	0	20	1465	-20	4	1	4	0.8	0	-0.93
45	CN1CCN(C(=O)c2cc(C(C)(C)C)cc(C(C)(C)C)c2)CC1	1	5	10	1397	-17	6	1	-1	0.9	6	-0.88
46	CCOC(=O)C1CCN(c2c(C(=O)c3ccccc3)cnc3ccc(CC)cc23)CC1	0.9	-2	10	1642	-16	4	1	3	0.9	15	1.4
47	COc1ccccc1-n1c(C)nnc1SCC(=O)Nc1cc(C)cc(C)c1	1	-6	4	1418	0	-4	0.9	-6	1	5	.
48	O=C(Cn1cnc2c(nnn2Cc2ccc(Cl)cc2)c1=O)NCC1CCCO1 (stereo not given)	0.9	8	8	1622	-21	-15	0.9	8	0.9	1	0.22
49	Cc1cccc(OCC(=O)N/N=C\C=C\c2ccc3c(c2)OCO3)c1C	1	4	6	1358	.	1	1	6	0.9	3	0.062
50	CCOC(=O)Cn1cnc([N+](=O)[O-])n1	0.9	5	13	1565	.	8	0.9	3	0.9	9	1
51	COc1cccc(CNc2ncnc3cc(Cl)ccc23)c1	0.9	0	19	1438	15	3	1	6	0.8	18	-1.5
52	CCOC(=O)C1=C(N)Oc2ccc3ccccc3c2C1c1cccnc1 (stereo not given)	0.9	5	20	1579	.	0	0.9	2	0.8	6	.
53	CCCCN(CC)C(=O)Cn1c(=O)sc2ccccc21	1	6	6	1585	.	6	1.1	3	0.9	0	.
54	Cc1oc(/C=N/NC(=O)CC2(C)OCCO2)cc1Br	1.1	4	15	1630	8	0	1.3	6	0.8	7	0.45
55	Cc1ccc(N2CC(C(=O)Nc3ccc4c(c3)OCO4)CC2=O)cc1 (stereo not given)	1	-3	-7	1436	-6	0	1	3	1.1	24	.
56	NNC(=O)c1sccc1OCc1ccc(Cl)cc1	0.9	-1	5	1652	6	-6	1	-6	0.9	8	-1.5
57	CCN(CC)CC(=O)Nc1c(C)cc(C(C)(C)C)cc1C	1.1	-11	8	1476	9	-3	1	-3	0.9	7	-0.21
58	COc1ccc(-c2nnc(SCC(=O)Nc3cc(F)ccc3C)o2)cc1	1.1	-4	-3	1396	15	-5	1	2	1	1	.
59	O=C(N/N=C/C1CC=CCC1)c1ccc(Cl)cc1O (stereo not given)	1.1	6	6	1520	-9	8	1	4	0.9	15	.
60	O=C(Nc1nnc(C2CC2)s1)c1ccccn1	0.7	-1	7	1804	.	-10	0.8	8	0.9	20	.
